Screening results: PubChem, several laboratories
Yeast life ext – yeast lifespan extension | S. cerevisiae growth with nicotinamide, OD615; deaD strain in restrictive glucose medium | inhibition of the nicotinamide effect, % at 10 µM | hit rate 0.68% among 130,000 | AID 775;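 active means inhibition above a set limit, placed 3 SD over the median of all compounds, cut at about 26% in these data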;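 further: 0% = nicotinamide-treated wells and 100% = cells grown without nicotinamide; some compounds called inactive have numbers as strong as hits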
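System: Modified budding yeast, DeaD strain | Buffer or medium: Restrictive glucose medium | Also added: 1.5 mM nicotinamide | Doses: 10 µM single point, 0.25% DMSO | Schedule: 48 h compound exposure at 30 °C, humidified | Detection: Absorbance at 615 nm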
GALR2 blocker – antagonists of human galanin receptor 2 (GALR2); inhibition, % at 4 µM; O43603; hit rate 0.39% among 140,000; GALR2-expressing cells, antagonist mode; in the data active means inhibition above about 27%;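 further: cells stimulated with galanin 1-16 at roughly its EC80; 0% = agonist challenge control and 100% = basal control without agonist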
Target sequence (O43603 whole entry, looked up): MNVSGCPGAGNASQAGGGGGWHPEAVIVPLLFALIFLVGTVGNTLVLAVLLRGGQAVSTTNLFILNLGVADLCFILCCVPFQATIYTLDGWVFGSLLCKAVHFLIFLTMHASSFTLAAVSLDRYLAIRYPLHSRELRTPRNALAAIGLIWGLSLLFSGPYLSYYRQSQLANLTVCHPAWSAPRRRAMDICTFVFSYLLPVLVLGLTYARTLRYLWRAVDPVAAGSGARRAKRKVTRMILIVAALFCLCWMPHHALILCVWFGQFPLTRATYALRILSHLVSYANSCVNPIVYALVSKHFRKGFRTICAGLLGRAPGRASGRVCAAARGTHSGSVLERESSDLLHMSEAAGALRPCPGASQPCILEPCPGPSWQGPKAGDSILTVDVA
Measles CPE – protection of cells from measles virus. protection (pct of control), % at 4 µM. AID 841. Measles virus-infected cells, CPE protection, absorbance. hit rate 1.5% among 140,000; in the data active means protection mostly above about 24%, no sharp cut-off; inactive means mostly below about 26%; further: some compounds called inactive have numbers as strong as hits
PTEN del growth – PTEN-deleted cell growth suppression; HCT116 PTEN-null viability, CellTiter-Glo, 60 h; hits give low values; viability, % at 10 µM; hit rate 1.2% among 140,000; AID 827;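 active means viability at or below a set limit, 4 SD under the median of all tested compounds, cut at about 3.7% in these data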;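 further: PTEN knockout HCT116 line with beta catenin targeted HCT116 as companion control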
Yeast growth inh – reduces growth of yeast BB579 in restrictive medium; S. cerevisiae BB579 growth, OD615, 48 h; AID 804; inhibition, % at 10 µM; hit rate 0.51% among 140,000;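 active means inhibition above a set limit, 3 SD over the mean compound inhibition, cut at about 44% in these data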; further: inactives centre near -24
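Assay system: S. cerevisiae DeaD strain BB579 yeast. Medium: CSMM-D restrictive synthetic medium containing dextrose (glucose). Times: 4 h cell preincubation, 48 h compound exposure, 30 °C humidified. Signal: OD615 turbidity measurement. Benchmarks: positive control amphotericin B 10 µg/mL.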
Phagocyt inh – blocks phagocytosis by macrophages; J774A.1 macrophage IgG-bead phagocytosis, imaging; inhibition, % at 5 µM; hit rate 0.07% among 110,000;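 active means inhibition above the mean of the plate negative controls plus 5 SD, cut at about 13% in these data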;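 further: phagocytic index as fraction of beads internalized from green versus red external bead signal; plate controls were DMSO negative control for no effect and cytochalasin-D positive control for full effect; some results beyond the cut were filed as inactive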
MRP1 act – activators of MRP-1. H69AR cells + doxorubicin, viability rescue, CellTiter-Glo. viability increase, % at 10 µM. hit rate 0.61% among 140,000;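 active means viability gain under doxorubicin at or above a set limit, the compound median plus 3 SD, cut at about 4.7% in these data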;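 further: MRP-1 overexpressing cells given doxorubicin 25 µM after compound pretreatment; 18-22 h compound pretreatment then 72 h with doxorubicin before readout; 0% = doxorubicin-only wells and 100% = vehicle-treated cells without doxorubicin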
NPY-Y2 antag – blocks the human neuropeptide Y Y2 receptor | P49146 | NPY-Y2 expressing cells, antagonist mode | inhibition, % at 2.7 µM | hit rate 0.99% among 140,000; in the data active means inhibition above about 17%;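 further: 0% = vehicle with agonist challenge and 100% = reference antagonist with challenge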
Target sequence (P49146 whole entry, looked up): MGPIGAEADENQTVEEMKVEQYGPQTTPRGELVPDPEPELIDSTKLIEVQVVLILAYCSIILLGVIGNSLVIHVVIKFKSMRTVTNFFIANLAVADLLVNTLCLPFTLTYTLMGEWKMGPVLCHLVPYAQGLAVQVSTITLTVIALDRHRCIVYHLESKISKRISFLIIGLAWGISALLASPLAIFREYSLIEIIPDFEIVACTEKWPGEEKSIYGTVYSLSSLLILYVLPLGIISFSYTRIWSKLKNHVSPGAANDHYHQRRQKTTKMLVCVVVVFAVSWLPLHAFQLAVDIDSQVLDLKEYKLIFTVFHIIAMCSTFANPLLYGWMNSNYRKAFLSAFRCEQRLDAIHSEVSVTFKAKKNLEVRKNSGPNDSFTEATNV
bCat KO growth – beta-catenin-lacking colon tumor cell growth suppression. HCT116 beta-catenin knockout viability, CellTiter-Glo, 60 h; hits give low values. hit rate 1.5% among 140,000. AID 818. viability, % at 10 µM;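 active means viability at or under a set limit, the compound median less 4 SD, cut at about 6% in these data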;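 further: 0% = Hyamine 1622 control at 20 µM and 100% = untreated cell control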
E-sel TNF inh – blocks E-selectin expression induced by TNF alpha | AID 1246 | hit rate 0.71% among 120,000 | inhibition, % at 2 µM | HUVEC TNFa-induced E-selectin immunofluorescence, high content;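 active means inhibition above the batch mean plus 3 SD, and confirmed as a hit on visual image review, cut at about 43% in these data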;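 further: 0% = TNF-stimulated DMSO wells and 100% = unstimulated control wells; not every result past the cut was called active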
The depositor's hits bear a star; · = no result given; & = joins results of further samples. Rows were taken by chance. Share with any hit: about 6.4%.

Results follow in this order: Yeast life ext, GALR2 blocker, Measles CPE, PTEN del growth, Yeast growth inh, Phagocyt inh, MRP1 act, NPY-Y2 antag, bCat KO growth, E-sel TNF inh
1	COc1ccccc1Nc1ccc(C(=O)NC2CCCCC2)cn1
    -3, -3, 3, 117, -51, 2, 1.6, 1, 98, -7
2	Cn1c(SCC(=O)NCc2cccs2)nnc1-c1ccncc1
    -2, 4, 3, 96, -11, 0, -0.8, 2, 99, ·
3	CCCn1c(CN2CCN(c3cccc(Cl)c3)CC2)nc2c1c(=O)n(C)c(=O)n2C
    -16, -1, 10, 38, -51, 0, 0.2, 8, 23, 62*
4	CN1CC2CCCC3(C1)C(=O)NC1(CCCCC1)N=C23 (stereo unspecified)
    -4, 4, 26, 99, -51, -1, -2.9, 0, 95, -12
5	COc1ccc(NC(=O)C2CCCNC2)cc1OCC(C)C (stereo unspecified)
    -7, -3, 2, 101, -25, 2, -1.1, -1, 97, 19
6	O=C(O)CSc1nnc(-c2ccccc2)o1
    -19, 6, 33*, 104, -17, 1, 0.7, 5, 92, ·
7	COc1ccccc1/C=C/C(=O)N1CCOCC1
    -9, -1, 2, ·, -40, -1, 0.9, 3, 112, -4
8	CCN(CC)c1ccc2cc(-c3nc(-c4ccc(OC)cc4)cs3)c(=O)oc2c1
    1, 78*, 6, 91, -17, -14, 1.1, 3, 91, ·
9	c1ccc(-c2nc3ccccc3o2)nc1
    -24, -3, 5, 96, 8, ·, -0.7, 1, 99, -5
10	O=C(NCCc1c[nH]c2ccccc12)c1ccc(S(=O)(=O)NCc2ccco2)cc1
    -7, 13, 3, 74, -37, 0, -1.8, 1, 70, 4
11	Cc1ccc(-n2c(SCC(=O)Nc3ccc4c(c3)OCO4)nnc2-c2ccccn2)cc1
    -2, -3, 8, 75, -12, -1, -2.6, 2, 75, -7
12	CCn1c(=O)c(C(=O)CN2CC(C)OC(C)C2)c(N)n(Cc2ccccc2)c1=O (stereo unspecified)
    -14, -2, ·, 106, -54, -1, -0.5, 2, 97, 13
13	CN(c1ccccc1)C(c1ccc(F)cc1)c1nnnn1CC1CCCO1 (stereo unspecified)
    -8, -13, 5, 89, -29, 0, -1.9, 7, 93, 3
14	C/C(=N\Nc1ccc(Cl)c(Cl)c1)c1ccc(-n2ccnc2)cc1
    -10, 6, 7, 68, 95*, -5, -1.5, 3, 75, -34
15	COc1ccc(-c2nnc(SCC(=O)N3CCCc4ccccc43)o2)cc1OC
    1, -5, 4, 80, -33, ·, -0.2, -1, 88, -14
16	Cc1ccc(-n2c(SCC(=O)Nc3cccc(S(N)(=O)=O)c3)nc3ccccc32)cc1
    4, 1, 10, 56, -1, -10, -1.9, 5, 68, -8
17	CC1=C(NCCc2ccccc2)CCC1=O
    2, -2, 5, 96, -87, -1, -0.7, 3, 93, 2
18	O=C(NCCc1ccccc1)C1CCCN(S(=O)(=O)c2cnc[nH]2)C1 (stereo unspecified)
    0, -5, 8, 105, -21, 0, -2.6, 0, 97, -13
19	Cc1ccc(NC(=O)N(Cc2nc3ccccc3c(=O)[nH]2)Cc2cccs2)cc1
    -6, -5, 19, 54, -9, 0, 1.1, 1, 62, ·
20	COC(=O)C(Oc1ccc2c(-c3ccc(OC)cc3)cc(=O)oc2c1)c1ccccc1 (stereo unspecified)
    -1, 4, 11, 87, -35, -5, -1.9, 4, 85, 17

From no. 11 up to 14, copied from above:
Results follow in this order: Yeast life ext, GALR2 blocker, Measles CPE, PTEN del growth, Yeast growth inh, Phagocyt inh, MRP1 act, NPY-Y2 antag, bCat KO growth, E-sel TNF inh
11	Cc1ccc(-n2c(SCC(=O)Nc3ccc4c(c3)OCO4)nnc2-c2ccccn2)cc1
    -2, -3, 8, 75, -12, -1, -2.6, 2, 75, -7
12	CCn1c(=O)c(C(=O)CN2CC(C)OC(C)C2)c(N)n(Cc2ccccc2)c1=O (stereo unspecified)
    -14, -2, ·, 106, -54, -1, -0.5, 2, 97, 13
13	CN(c1ccccc1)C(c1ccc(F)cc1)c1nnnn1CC1CCCO1 (stereo unspecified)
    -8, -13, 5, 89, -29, 0, -1.9, 7, 93, 3
14	C/C(=N\Nc1ccc(Cl)c(Cl)c1)c1ccc(-n2ccnc2)cc1
    -10, 6, 7, 68, 95*, -5, -1.5, 3, 75, -34

(list continues)
Results follow in this order: Yeast life ext, GALR2 blocker, Measles CPE, PTEN del growth, Yeast growth inh, Phagocyt inh, MRP1 act, NPY-Y2 antag, bCat KO growth, E-sel TNF inh
21	CCCCNC(=O)CCNS(=O)(=O)c1ccc(Br)cc1
    -11, -6, 8, 104, -42, 0, 0.9, -1, 111, ·
22	CCOC(=O)CSc1nc2ccc(S(=O)(=O)N3CCOCC3)cc2[nH]1
    0, -5, 8, 99, -24, 0, -1.9, -1, 97, -27
23	CC(C)(C)NC(=O)C(Cc1ccccc1)NS(=O)(=O)c1cccc2nsnc12 (stereo unspecified)
    -4, 4, 18, 92, -50, 0, -2.1, 1, 97, -55
24	CCn1cc(SCC(N)=O)c2ccccc21
    -9, 7, 5, 98, 39, 2, -1.1, 3, 93, -14
25	O=C(CSc1nncn1-c1ccccc1)NCc1cccs1
    -1, -11, 20, 98, -8, ·, -0.1, -1, 101, 13
26	CC(C)OP(=O)(OC(C)C)C(NC(=O)c1ccc(Br)cc1)c1ccccc1 (stereo unspecified)
    8, -2, 1, 51, -59, ·, -4.2, 4, 68, ·
27	COc1ccc(/C=C/C(=O)c2ccc3c(c2)OCCO3)cc1[N+](=O)[O-]
    -5, -18, 8, 46, -22, 1, -5.3, 2, 52, -17
28	Cc1cc(C(=O)COC(=O)c2ccc[nH]c2=O)c(C)n1-c1ccccc1
    22, -3, 7, 73, 59*, -14, -3.3, 1, 84, ·
29	CCCCCn1c(CN2CCN(c3cccc(Cl)c3)CC2)nc2c1c(=O)n(C)c(=O)n2C
    ·, -14, ·, ·, ·, 2, ·, 6, ·, -12
30	Cc1ccc(N2CC(C(=O)Nc3ccc(S(=O)(=O)N4CCOCC4)cc3)CC2=O)cc1 (stereo unspecified)
    4, -3, 6, 93, -48, -2, -4.4, 0, 88, -2
31	Cc1ccc2cccc(O)c2[n+]1[O-]
    -25, 7, 5, 104, -38, 1, -1.9, -3, 102, ·
32	O=C1CCCN1CCCNc1ccc(S(=O)(=O)N2CCCCC2)cn1
    8, 5, 16, 110, -81, 2, -0.2, 2, 112, 17
33	COC(=O)C1=C(O)/C(=C\c2ccc(CNS(=O)(=O)c3ccccc3)o2)N=C1C
    2, 9, 21, 100, -1, -8, -2.4, 3, 101, -4
34	Nc1nnc(-c2ccccc2)s1
    -22, -22, 2, 96, -10, -4, -2.7, 0, 109, ·
35	O=C(COc1ccc(Br)cc1)Nc1ccc(-c2nnc(-c3ccco3)o2)cc1
    -11, 4, 16, 94, -32, ·, 3.4, 1, 100, 6
36	CC(=O)Nc1cccc(NC(=O)CCCC(=O)O)c1
    -4, 2, 13, 103, -18, 0, 0.8, 2, 101, ·
37	CCOC(=O)CNC(=O)c1sc2ncnc(N3CCc4ccccc4C3)c2c1C
    2, 11, 3, 58, -30, ·, -4.3, 7, 55, -13
38	O=C(CSc1nnc(-c2cccnc2)n1CCc1ccccc1)N1CCCCC1
    -14, 3, 7, 112, -40, -1, -0.7, 1, 99, 17
39	C#CCOCCOCCOCCNc1nc(N2CCN(C(=O)[C@H](C(C)C)n3cc(CCO)nn3)CC2)nc(N2CCN(C(=O)[C@H](C(C)C)n3cc(CCO)nn3)CC2)n1
    4, 1, 12, 96, -8, ·, -0.3, -3, 88, -7
40	CC(C)c1nc2c(c(=O)c3ccccc3n2C)c(=O)n1-c1ccc(F)cc1
    8, -15, 4, 77, -39, 14, -1.1, 2, 76, ·
41	C=CCn1c(=O)c2ccccc2n2c(SCc3nc4ccccc4s3)nnc12
    -14, 13, 1, 79&88, -49, 2, -1.5, 4, 88, -14
42	C=C1C2C[C@H](O)C(C)(C)[C@@]2(O)[C@H](O)C[C@]23C[C@@](C)(O)[C@H](CC[C@H]12)[C@H]3O (stereo partly specified)
    -1, 1, 3, 87, -18, ·, -2.6, 2, 101, ·
43	Cc1ccc(NC(=O)OCCN2CCN(S(=O)(=O)c3ccc(C)cc3)CCC2=O)cc1
    6, 5, 8, 91, -32, ·, -1.5, -1, 90, 12
44	O=C(/C=C/c1ccoc1)c1ccccc1O
    -5, 4, 3, 78, -38, -1, -4.9, 1, 78, -21
45	COc1ccc(N2C(=O)CC(N3CCC(O)(c4cccc(C(F)(F)F)c4)CC3)C2=O)cc1 (stereo unspecified)
    -1, 6, 2, 99, -12, 4, 6.5*, 0, 94, 6
46	COc1ccc(CSc2n[nH]c(C)n2)cc1Br
    -13, 5, 10, 96, -35, ·, 1.0, -2, 92, 18
47	CC(=O)c1c(N2CCN(C(=O)c3ccco3)CC2)nc(=S)n(-c2ccccc2)c1C
    -6, 1, 16, 89, -43, -1, 0.2, -1, 95, -14
48	Cc1ccc(C2CC(=O)NC3=C2C(=O)CCC3)cc1Br (stereo unspecified)
    -16, 0, 18, 90, -34, ·, -2.3, 1, 91, -5
49	CNC(=O)COC(=O)[C@@H](Nc1ccc(S(=O)(=O)N2CCOCC2)cc1[N+](=O)[O-])C(C)C
    -3, -7, 18, 99, -20, 2, -1.9, 1, 102, 40
50	Cc1ccc(N2CCN(C3=NC(=O)C(Cc4ccccc4)S3)CC2)cc1 (stereo unspecified)
    -2, 6, 2, 85, -44, ·, 0.6, 6, 97, ·
51	COc1ccc([N+](=O)[O-])cc1NC(=O)CSc1nc(C)c(C)c(C)n1
    -1, -1, 7, 82, -40, -7, -1.8, 2, 78, ·
52	COc1ccc(C(=O)O)cc1S(=O)(=O)N(C)CCc1cccnc1
    -9, 5, 5, 99, -42, 0, 1.0, 1, 98, -35
53	Cc1nn(-c2ccccc2)c(Cl)c1/C=N/NC(=O)CNC(=O)c1ccccc1Cl
    -1, 0, 4, 68, -63, -9, -1.0, 4, 75, ·
54	O=C(COc1ccc(Br)cc1)N1CCN(c2ccccc2)CC1
    -10, -8, 35*, 114, -26, 3, 1.6, 6, 102, 2
